# PLK1 PBD block = inhibitors of human PLK1 polo-box domain binding; P53350; Plk1 PBD binding of FITC phosphopeptide, fluorescence polarization; Potency, µM, inactives show max response, negative = inhibition, actives largely listed as inhibitors; 360,000 tested, 2.8% active; AID 720504; also: potency is read from the fitted curve at half-maximal effect; series mostly up to about 57 µM; % is scaled to controls: 0 for no effect and ±100 for the full control effect; nearly all actives have a fitted effect of over 65% in size
# CCT modulator = cytosolic chaperonin activity modulation. purified chaperonin ATPase assay, HTRF ADP detection, 30 min. activity change, % (test concentration not listed), hits read low. 360,000 tested, 0.3% active. AID 651819; in the data active = activity change below about -30%; also: % is scaled to controls: 0 for no effect and ±100 for the full control effect
#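 ATPase activity: ADP formed was measured by HTRF Transcreener (665/615 nm ratio) after 30 min at 37 deg C with 10 uM ATP. Compounds screened at one 76 uM concentration against 40 or 20 nM TRiC in Tris pH 7.4/KCl/MgCl2/DTT buffer.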
# EPAC2 agonist = EPAC2 (human) agonism; Q8WZA2; EPAC2 activation, biochemical qHTS; response scale: 100% = 6.5 mM cAMP response; Potency, µM (titrated, usually from 154 µM), for the others: at the highest dose activation, most hits filed as activators; 360,000 tested, 0.079% active; also: potency is read from the fitted curve at half-maximal effect; nearly all actives have a fitted effect of over 50% in size
#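 EPAC2 (100 nM) mixed with Rap1B loaded with BODIPY-GDP (250 nM) plus 50 uM unlabeled GDP; compounds pinned in, 5 min RT, then read every 5 min for 30 min (ex 480, em 540 nm). Normalized to cAMP control.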
# WRN inhibitor = blocks human WRN helicase | Q14191 | 360,000 tested, 0.46% active | AID 651768 | WRN helicase unwinding, fluorescent forked duplex, kinetic | Potency, µM (highest dose often 114 µM), for inactives: at the top dose activity change, negative = inhibition, hits mostly inhibitors; also: potency is read from the fitted curve at half-maximal effect; % is scaled to controls: 0 for no effect and ±100 for the full control effect; nearly all actives have a fitted effect of over 55% in size
#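 Enzyme (20 nM final) and test compound sit together 15 min at room temperature before substrate addition. Substrate is a single-forked duplex oligonucleotide (100 nM) labelled with fluorophore and quencher, with 2 mM ATP; helicase unwinding raises red fluorescence, read kinetically.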
# EPAC1 agonist = activates human EPAC1 exchange factor. AID 720707. EPAC1 agonist qHTS, biochemical assay; response scale: 100% = response to 6.5 mM cAMP. 360,000 tested, 0.073% active. Potency, µM (series often up to 154 µM), for inactives: at the highest dose activation, most hits filed as activators; also: potency is read from the fitted curve at half-maximal effect; nearly all actives have a fitted effect of over 60% in size
# Target sequence (O95398 whole entry, looked up): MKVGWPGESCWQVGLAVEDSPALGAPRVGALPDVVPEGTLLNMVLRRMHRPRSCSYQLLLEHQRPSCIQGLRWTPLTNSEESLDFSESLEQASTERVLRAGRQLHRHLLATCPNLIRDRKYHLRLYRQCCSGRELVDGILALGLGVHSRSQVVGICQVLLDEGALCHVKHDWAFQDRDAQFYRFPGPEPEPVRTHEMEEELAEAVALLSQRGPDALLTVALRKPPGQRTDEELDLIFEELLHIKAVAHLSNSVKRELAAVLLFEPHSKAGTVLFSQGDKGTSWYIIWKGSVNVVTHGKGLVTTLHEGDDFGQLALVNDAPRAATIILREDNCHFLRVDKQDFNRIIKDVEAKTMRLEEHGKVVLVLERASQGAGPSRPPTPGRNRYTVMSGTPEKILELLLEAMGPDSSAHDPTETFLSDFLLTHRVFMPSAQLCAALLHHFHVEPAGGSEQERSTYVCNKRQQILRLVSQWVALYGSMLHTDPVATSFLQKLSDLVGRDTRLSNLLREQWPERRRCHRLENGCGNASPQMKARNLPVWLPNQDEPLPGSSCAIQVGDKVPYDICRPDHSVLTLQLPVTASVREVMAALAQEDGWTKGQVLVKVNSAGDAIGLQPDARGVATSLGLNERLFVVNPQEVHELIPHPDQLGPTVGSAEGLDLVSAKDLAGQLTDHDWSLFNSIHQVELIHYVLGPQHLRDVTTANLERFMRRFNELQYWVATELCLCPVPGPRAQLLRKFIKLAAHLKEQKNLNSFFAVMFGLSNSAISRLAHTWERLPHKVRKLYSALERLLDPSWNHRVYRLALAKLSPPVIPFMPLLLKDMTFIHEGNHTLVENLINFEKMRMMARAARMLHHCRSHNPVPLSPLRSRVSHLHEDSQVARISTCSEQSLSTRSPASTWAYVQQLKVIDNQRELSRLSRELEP
#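 Compounds were pinned as a concentration titration into mixtures of EPAC1 (100 nM), BODIPY-GDP-loaded Rap1B (250 nM) and GDP (50 uM). After 5 min at room temperature, fluorescence was followed for 30 min; activity was scaled to 6.5 mM cAMP.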
# IL-2 act = activators of IL-2; IL-2 activation reporter assay, cell-based qHTS; stimulated with anti-CD3/CD4/CD28 beads; in transgenic mouse T cells; 360,000 tested, 0.065% active; activation, % (series mostly up to about 46 µM); AID 652025; in the data active = activation above about 50%; inconclusive = mostly about 30% to 49%; also: 0% is about no effect
#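 Screening format: compound pinned onto unstimulated transgenic mouse T cells, 60 min incubation, then anti-CD3/anti-CD4/anti-CD28 bead stimulation for 18 hours at 37 degrees C, followed by EGFP and DsRed detection.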
# PI5P4K alpha inh = inhibitors of human PI5P4K alpha; PI5P4Kalpha enzyme, ADP-Glo luminescence, 60 min; hits give low values; 330,000 tested, 1.2% active; max response, %; active = max response of -50% or lower; inconclusive = between -30% and -50%; inactive = -30% or higher; also: value at the top dose of about 77 µM; % is scaled to controls: 0 for no effect and ±100 for the full control effect
#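 Single end-point luminescence (ADP-Glo) quantified ADP from PI5P4Kalpha turnover; ATP 5 microM final, 1 h at RT, 0.1% CHAPS and 0.28 mM EGTA in HEPES pH 7.4.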
# EPAC1 antagonist = antagonists of human EPAC1 | O95398 | EPAC1 GEF assay, Rap1b-BODIPY-GDP exchange fluorescence | Potency, µM (titrated, usually from 115 µM), without a hit: at the top dose activity change, negative = inhibition, hits mostly inhibitors | 360,000 tested, 0.14% active;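 also: potency is read from the fitted curve at half-maximal effect; plate controls were vehicle for no effect and positive control for full effect; nearly all actives have a fitted effect of over 50% in size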
# An asterisk follows results filed as active; ? = inconclusive; / = not tested or not shown; [ ] = remark or other dose. Unless noted, calls follow the shape of the dose curve; as a rule, active = well fitted curve in the direction sought with a large enough effect; inconclusive = small, poorly fitted or top-dose-only effect, or another doubt; inactive = no such curve, though single readings can be large; an effect the other way counts as inactive or inconclusive. Not all compounds are listed; rates above refer to the full screens.
# Start of the listing, in advance, four compounds:
SMILES,PLK1 PBD block,CCT modulator,EPAC2 agonist,WRN inhibitor,EPAC1 agonist,IL-2 act,PI5P4K alpha inh,EPAC1 antagonist
COc1cc(OC)c(C(=O)OCC(=O)Nc2nnc(-c3ccccc3)o2)cc1OC,7.7%,0.3,0.8%,-5.4%,12.1%,-0.6,1.4,8.8%
Cc1ccc(C(=O)OCC(=O)Nc2ccc(C)c(S(=O)(=O)N3CCCCC3)c2)o1,-2.4%,-2.0,5.6%,-9.9%,0.2%,-2.4,-8.9,-12.9%
CCOC(=O)c1c(NC(=S)N2CCOCC2)sc(C)c1C,-2.7%,0.2,-10.1%,-3.1%,-3.3%,-5.2,10.1,1.6%
CCN(CC)C(=O)NC1CCCCCCC1,2.9%,0.0,2.1%,6.8%,9.1%,-0.2,-3.8,-9.1%

# Main list (from the top)
SMILES,PLK1 PBD block,CCT modulator,EPAC2 agonist,WRN inhibitor,EPAC1 agonist,IL-2 act,PI5P4K alpha inh,EPAC1 antagonist
COc1cc(OC)c(C(=O)OCC(=O)Nc2nnc(-c3ccccc3)o2)cc1OC,7.7%,0.3,0.8%,-5.4%,12.1%,-0.6,1.4,8.8%
Cc1ccc(C(=O)OCC(=O)Nc2ccc(C)c(S(=O)(=O)N3CCCCC3)c2)o1,-2.4%,-2.0,5.6%,-9.9%,0.2%,-2.4,-8.9,-12.9%
CCOC(=O)c1c(NC(=S)N2CCOCC2)sc(C)c1C,-2.7%,0.2,-10.1%,-3.1%,-3.3%,-5.2,10.1,1.6%
CCN(CC)C(=O)NC1CCCCCCC1,2.9%,0.0,2.1%,6.8%,9.1%,-0.2,-3.8,-9.1%
CC1C(=O)N2CCCc3cc(NC(=O)COc4ccc(Cl)cc4)cc1c32 (stereo not given),1.0%,1.9,3.1%,-0.8%,-1.2%,0.2,-1.2,-6.9%
O=C(O)c1ccc(NCc2nc3ccccc3n2Cc2ccccc2F)cc1,-2.8%,0.5,4.3%,10.8%,-8.1%,-2.2,3.9,-0.4%
O=C(CN1CCN(c2ncccn2)CC1)NCc1ccccc1,-1.3%,2.0,-2.4%[15.6 µM],-10.8%,8.3%,-0.7,-4.3,-3.1%
C=CCS(=O)(=O)N1CCC(CCOc2ccccc2)(C(=O)OCC)CC1,6.6%,-1.2,-10.0%,0.0%,-9.7%,-3.2,0.6,-8.1%
CC1CC(C)CN(CC(=O)N2CCCc3c2c(=O)oc2ccc(OCc4ccccc4)cc32)C1 (stereo not given),-0.6%,-1.3,1.9%,-8.2%,-4.0%,-0.4,1.6,-15.0%
COc1ccc(N2CCN(CC(=O)NCc3ccccc3)CC2)cc1,2.6%,-0.8,0.0%,4.4%,9.0%,-0.2,2.2,9.7%
Cc1ccc(-n2cc3ccc([N+](=O)[O-])cc3n2)cc1,-3.7%,-1.1,2.6%,-0.8%,-4.5%,0.0,-1.8,0.4%
O=C(Nc1cccc(Cl)c1)N1CCN(c2ncccn2)CC1,0.1%,-0.6,4.3%,-9.6%,4.2%,-2.1,0.0,-6.6%
CCC(C)Nc1nc(OCC(F)(F)F)nc(OCC(F)(F)F)n1 (stereo not given),-6.7%,0.8,-5.5%,-0.2%,-8.1%,-3.3,/,-3.3%
Cc1ccc(S(=O)(=O)NCCNc2ccc(Br)c(C)c2)cc1,-3.6%,-3.1,-1.7%,-4.0%,-7.8%,-0.9,12.8,-16.5%
Cc1cc(C)cc(N(CC(=O)NC(C)(C)C)C(=O)CNC(=O)c2cccs2)c1,-12.6%,-2.5,7.2%,-0.5%,-8.2%,1.4,3.5,-4.1%
CC(=O)c1c(C)[nH]c(C(=O)OCC(=O)Nc2c(C)cccc2C)c1C,-7.8%,0.8,6.6%,-6.1%,-8.8%,-0.3,5.2,-3.2%
CC1(CC(=O)N/N=C/c2ccc(OCc3ccc(Cl)cc3Cl)cc2)OCCCO1,-22.6%,-5.4,-5.4%,-14.5%,13.4%,-0.3,2.5,-6.1%
O=S(=O)(NCCO)c1cccc2cccnc12,-11.1%,-0.4,-2.6%,-4.2%,7.2%,-1.6,0.8,-22.7%
COc1ccc(OCc2cc(C(=O)N3CCCN(C(C)=O)CC3)no2)c(Cl)c1,-8.2%,-0.6,2.7%,-7.7%,1.0%,-2.6,-7.0,11.7%
CCOCCCNC(=O)C1CCN(S(=O)(=O)N(CC(C)C)CC(C)C)CC1,-5.9%,-1.2,-0.5%,0.8%,-3.6%,-1.2,/,-3.4%

# Arranged by value in PI5P4K alpha inh (lowest first): three of the compounds above
SMILES,PI5P4K alpha inh
O=C(CN1CCN(c2ncccn2)CC1)NCc1ccccc1,-4.3
COc1cc(OC)c(C(=O)OCC(=O)Nc2nnc(-c3ccccc3)o2)cc1OC,1.4
Cc1cc(C)cc(N(CC(=O)NC(C)(C)C)C(=O)CNC(=O)c2cccs2)c1,3.5

# Remaining list, next part:
SMILES,PLK1 PBD block,CCT modulator,EPAC2 agonist,WRN inhibitor,EPAC1 agonist,IL-2 act,PI5P4K alpha inh,EPAC1 antagonist
CCN(CC(=O)Nc1c(F)cccc1F)C(=O)c1ccc(N2CCCC2)c([N+](=O)[O-])c1,-6.4%,0.3,5.1%,3.6%,-0.3%,0.1,0.2,-2.7%
COC(=O)C1=C(C)NC(=S)NC1c1ccc(OCC(=O)N2CC(C)OC(C)C2)c(OC)c1 (stereo not given),-3.6%,-2.4,9.4%,0.4%,16.0%,-2.4,0.4,9.2%
Cc1ccc(S(=O)(=O)/N=S(\C)C(C)C)cc1 (stereo not given),26.7µM*,1.6,1.9%,8.9%,-3.9%,-1.6,-10.3,15.2%
COc1cc2nc(COc3ccc(C#N)cc3)n(CC#N)c(=O)c2cc1OC,-2.5%,0.2,-8.0%,11.0%,2.3%,3.5,-1.6,2.3%
COCCCNC(=S)N/N=C/c1ccc(O)cc1O,-8.5%,-0.8,14.5%,-8.6%,7.7%,-4.1,0.0,-25.7%
CC(=O)Cn1ncc(N2CCCCC2)c(Cl)c1=O,-17.6%,-0.6,13.4%,1.0%,-1.4%,-0.6,3.6,0.3%
CC12C=CC3(O1)C(C(=O)N1CCCOC13)C2C(=O)O (stereo not given),-11.9%,-6.0,13.3%,-28.3%,15.7%,-0.4,-1.8,?
Cc1cccc(C2=NN(c3ccccc3)[C@H](CO)[C@H]2c2ccc(F)cc2)c1,-11.1%,0.3,-4.3%,-13.1%,-14.2%,-0.5,-0.3,-17.6%
C[n+]1ccccc1/C=C/c1ccccc1Cl,-8.7%,1.0,0.6%,6.4%,2.0%,0.5,-19.9,-10.6%
Cc1occc1-c1nnc(SCC(=O)Nc2ccccc2N2CCCCC2)n1C,-11.0%,0.4,5.0%,-3.6%,2.9%,-2.0,-1.5,-13.0%
COc1ccc(CN2CCN(c3ccc(F)cc3)CC2)c(OC)c1OC,-7.8%,-2.5,8.8%,8.6%,-4.9%,-2.4,3.7,8.6%
CCOC(Cn1cc(C)c(=O)[nH]c1=O)OCC,-4.6%,-1.0,2.5%,0.8%,-1.2%,-0.6,-8.5,-7.9%
C=CCn1c(SCC(=O)N(CCOC)c2c(N)n(CC(C)C)c(=O)[nH]c2=O)nc2ccccc21,-9.6%,-1.1,3.7%,1.3%,-3.1%,2.4,-2.8,3.7%
Cc1ccc2nc(Cl)c(/C=N/Nc3nc(C)cc(C)n3)c(=O)n2c1,-6.2%,1.4,4.3%,-11.1%,5.7%,-1.7,3.0,8.9%
O=C(COC(=O)c1cncc(Br)c1)NCc1ccco1,?,-3.2,-4.1%,50.1µM*,1.7%,0.9,-20.6,-16.4%
COc1ccc2cc(C(c3nnnn3Cc3ccccc3)N3CCCCCC3)c(=O)[nH]c2c1 (stereo not given),-15.8%,-18.9,0.9%,-2.0%,-0.5%,-0.3,-9.7,6.3%
COc1ccc(NC(=O)CCNC(=O)c2ccco2)c(OC)c1,-13.7%,-0.5,6.5%,-5.5%,8.9%,1.8,-0.4,7.9%
COCCc1nc2ccc(C(=O)N3CCCC(CCCO)C3)cc2o1 (stereo not given),-3.3%,-3.5,1.5%,-1.5%,0.9%,-0.6,-0.2,12.9%
CNC[C@H](CC1CCCCC1)NC[C@H](Cc1ccccc1)NCCC12CC3CC(CC(C3)C1)C2,-4.7%,0.1,9.2%,-4.9%,-11.9%,-0.5,-10.4,6.1%
CCn1c(=O)c(=O)n(CC)c2cc(S(=O)(=O)Nc3ccc(C)cc3)ccc21,-7.8%,0.3,2.4%,-4.6%,10.0%,1.1,-0.4,4.3%
COc1cccc(/C=C/C(=O)N(C)CC(=O)Nc2ccc(Cl)c(C(F)(F)F)c2)c1,5.1%,1.4,1.6%,-22.6%,-5.5%,-0.1,8.4,-17.0%
O=C(C[C@@H]1C/C=C\C[C@H](NC(=O)OCC2c3ccccc3-c3ccccc32)C(=O)O[C@H](c2ccccc2)CNC1=O)NCCO,-27.2%,-2.8,7.4%,3.9%,2.9%,-0.3,-25.7,-5.7%
CCc1cc(C(=O)N=Nc2c(O)[nH]c3c(Br)cc(Br)cc23)c2ccccc2n1,-12.2%,-1.7,1.8%,-29.0%[57.1 µM],11.5%,-2.0,-12.4,-16.0%
O=C(c1cccc(N2CCCC2=O)c1)N1CCN(c2ccc(F)cc2)CC1,3.5%,-0.5,0.9%,3.6%[57.1 µM],-11.6%,-2.1,0.8,15.0%
CC1OC(=O)c2cc3ccccc3nc21 (stereo not given),-2.0%,-2.2,6.4%,0.0%,7.8%,-0.2,2.5,-11.5%
CCOC(=O)C1(Cc2cccc(Cl)c2)CCCN(C(=O)c2cnn(CC)c2)C1 (stereo not given),-6.3%,0.3,11.9%,-19.3%,-1.9%,-1.5,3.3,7.2%

# Assay outcomes from PubChem.
